PLC-beta3 inh: blocks human PLC-beta3 enzyme activity; Q01970; inhibition, % at 12.2 µM; 370,000 tested, 0.18% active; Purified PLC-beta3, fluorogenic substrate, fluorescence; in the data active = inhibition above about 11%;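 note: 0% = median of compound wells on plate and 100% = full blocker control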
TDP2 absorb: blocks human TDP2 phosphodiesterase activity. recombinant TDP2, T5PNP hydrolysis, p-nitrophenol absorbance 415 nm. inhibition, % at 12.8 µM. 370,000 tested, 0.34% active;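 active = inhibition above the mean of all tested compounds plus 3 SD, set per campaign, cut at about 25% in these data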;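 note: 0% = DMSO with enzyme and 100% = buffer with substrate but no TDP2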
Target sequence (O95551 whole entry, looked up): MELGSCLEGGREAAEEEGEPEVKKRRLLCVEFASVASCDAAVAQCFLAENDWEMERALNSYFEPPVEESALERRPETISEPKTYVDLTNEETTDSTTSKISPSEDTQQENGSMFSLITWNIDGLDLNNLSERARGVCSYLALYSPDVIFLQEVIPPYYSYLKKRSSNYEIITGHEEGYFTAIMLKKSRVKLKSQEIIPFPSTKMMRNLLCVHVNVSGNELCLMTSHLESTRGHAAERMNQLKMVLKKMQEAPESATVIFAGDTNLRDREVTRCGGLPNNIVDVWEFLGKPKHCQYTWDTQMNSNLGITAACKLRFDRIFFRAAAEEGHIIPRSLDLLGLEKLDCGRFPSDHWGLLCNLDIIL
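System – recombinant human TDP2 · Amount – 120 nM TDP2 per well · Buffer or medium – Mg2+-containing Tris-HCl buffer, pH 7.5 · Reagent – T5PNP substrate, 5 mM · Dosing – 12.8 µM single point, 1% DMSO · Incubation – 2 h at 37 °C · Measured by – epi absorbance · Read-out basis – percent inhibition · Benchmarks – high control without enzyme, low control DMSO plus TDP2 · Repeats – singlicate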
Tn7 DDE FP: inhibitors of Tn7 peptide binding to human fibrin DD(E). FP displacement of FITC-Tn7 peptide from fibrin DD(E); 0% = median of compound wells per plate. inhibition, % at 8.3 µM. P02675. 370,000 tested, 0.13% active;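 active = inhibition above the mean of compounds falling within the control limits plus 3 SD of them, cut at about 14% in these data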;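 note: 0% = plate median of compound wells and 100% = 10 µM Aha-Tn7 peptide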
Target sequence (P02675 whole entry, looked up): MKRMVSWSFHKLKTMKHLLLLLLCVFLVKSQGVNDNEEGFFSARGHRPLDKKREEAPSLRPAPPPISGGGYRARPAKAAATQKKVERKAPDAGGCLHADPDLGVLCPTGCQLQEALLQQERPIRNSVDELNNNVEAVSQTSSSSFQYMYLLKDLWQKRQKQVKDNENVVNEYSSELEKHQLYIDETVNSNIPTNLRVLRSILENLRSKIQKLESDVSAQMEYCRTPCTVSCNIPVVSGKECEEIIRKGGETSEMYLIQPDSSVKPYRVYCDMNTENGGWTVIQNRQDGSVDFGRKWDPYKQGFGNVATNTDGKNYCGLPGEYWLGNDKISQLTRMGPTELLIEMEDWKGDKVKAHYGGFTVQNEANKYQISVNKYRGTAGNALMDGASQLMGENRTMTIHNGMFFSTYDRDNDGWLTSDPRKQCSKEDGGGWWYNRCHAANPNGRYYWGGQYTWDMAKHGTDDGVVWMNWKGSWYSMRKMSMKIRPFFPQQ
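Assay system: human fibrin DD(E) protein / Input: 2 µM fibrin DD(E) / Benchmarks: high control of 10 µM Aha-Tn7 peptide / Measured by: fluorescence polarization of the labelled Tn7 tracer / Medium: Tris buffer with calcium and detergent, pH 7.8 / Timing: 10 min compound pre-incubation, 3 h probe incubation at room temperature / Repeats: one replicate per compound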
ASAP1 inh: ASAP1 ArfGAP inhibition; Q9ULH1; ASAP1-stimulated ARF1 GTP hydrolysis, GDP FP detection; inhibition, % at 16.5 µM; 360,000 tested, 0.19% active; in the data active = inhibition above about 25%;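 note: 0% = vehicle with enzyme and substrate and 100% = no enzyme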
ADAM17 inh: inhibitors of human ADAM17. recombinant ADAM17, EDANS/DABCYL FRET peptide cleavage. inhibition, % at 6.95 µM. 370,000 tested, 0.83% active;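 active = inhibition above the mean of compounds lying between control limits plus 3 SD, set per campaign, cut at about 8.5% in these data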;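 note: 0% = DMSO-only wells as the low control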
PLC-gamma1 inh: inhibitors of human phospholipase C gamma1; P19174; 370,000 tested, 0.84% active; AID 720700; inhibition, % at 12.2 µM; purified PLC-gamma1, fluorogenic substrate, fluorescence; in the data active = inhibition above about 9.5%
SIAE primary: inhibitors of human sialic acid acetylesterase SIAE. 370,000 tested, 0.69% active. Q9HAT2. SIAE FP-Rh probe binding, fluorescence polarization. AID 1053197. inhibition, % at 9.66 µM;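 active = inhibition above a cutoff: mean of compounds within the control limits plus 3 SD of those, cut at about 17% in these data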;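 note: 0% = plate median of compound wells and 100% = probe without SIAE protein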
ADAM10 inh: inhibits human ADAM10 | O14672 | recombinant ADAM10, EDANS/DABCYL FRET peptide cleavage, 3 h | inhibition, % at 7 µM | 370,000 tested, 0.62% active | AID 720582;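 active = inhibition above a per-campaign cutoff equal to the mean of compounds falling between control-based bounds plus 3 SD, cut at about 20% in these data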;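 note: 0% = DMSO wells while the 100% control is not disclosed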
Tn6 DDE FP: DD(E)-Tn6 binding inhibition, primary FP screen; inhibition, % at 8.3 µM; 370,000 tested, 0.21% active; Fibrin DD(E) TRITC-Tn6 fluorescence polarization displacement; P02675;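 active = inhibition above a per-campaign cutoff: mean of compounds within control limits plus 3 SD, cut at about 15% in these data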;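 note: 0% = median of all compound wells on the plate and 100% = blocking peptide control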
ARFGAP1 inhibitor: rat ARFGAP1 inhibition. AID 651572. inhibition, % at 16.5 µM. 360,000 tested, 0.26% active. Q62848. Arfgap1-stimulated ARF1 GTP hydrolysis, GDP FP detection;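 active = inhibition above a per-plate limit, mean inhibition of low control wells plus 3 SD, cut at about 25% in these data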;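 note: 0% = DMSO wells with enzyme and 100% = wells lacking Arfgap1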
Target sequence (Q62848 1-136 limits assumed): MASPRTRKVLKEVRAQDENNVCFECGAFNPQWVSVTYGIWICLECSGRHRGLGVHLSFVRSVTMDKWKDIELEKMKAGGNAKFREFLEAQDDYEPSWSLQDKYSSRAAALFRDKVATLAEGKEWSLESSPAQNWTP
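System: truncated rat Arfgap1 GAP domain / Benchmarks: high control wells lacking Arfgap1, low control full reaction with DMSO / Times: compound-enzyme preincubation 20 min, reaction 120 min, detection 60 min, 25 °C / Repeats: one replicate per compound / Also added: human ARF1(Δ1-17)-GTP substrate / Measured by: Tracer-displacement fluorescence polarization with EDTA stop, 620/688 nm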
* hit, by the source's call; nt = not tested or not shown. Rows were taken by chance; any-hit rate near 3.6%.

SMILES	PLC-beta3 inh	TDP2 absorb	Tn7 DDE FP	ASAP1 inh	ADAM17 inh	PLC-gamma1 inh	SIAE primary	ADAM10 inh	Tn6 DDE FP	ARFGAP1 inhibitor
COc1cccc(CNn2cnnc2)c1OCc1ccc(F)cc1	2.6	-0.1	0.5	-1.0	-1.9	9.0	11.5	0.9	6.7	-3.7
Cn1c(N=NC(=O)c2ccccc2)c(O)c2ccccc21	2.2	5.6	7.7	-8.3	2.0	-2.3	-9.0	0.1	2.6	3.0
C/C(=N/Nc1ccc(Cl)cc1)c1cnnc(-c2ccccc2)n1	4.4	5.3	6.2	-2.2	1.6	1.5	-6.2	-4.2	7.5	0.1
CCN1/C(=C/c2ccc3cc(C)ccc3[n+]2CC)Sc2cc(C)ccc21	-18.2	1.6	-15.5	6.2	-4.0	-20.6	-25.0	-3.6	-2.4	-3.4
O=C(Cn1cnc2ccccc2c1=O)c1ccc(Br)cc1	0.2	-17.8	-0.3	4.3	-0.5	2.3	-7.3	-1.2	-4.0	7.9
CC1CCCN(c2ccc(F)cc2N)C1 (stereo not given)	-10.2	6.0	-3.9	17.8	-1.4	-4.9	-0.5	4.6	3.8	-1.5
O=C(CSc1nnc(CNC(=O)c2c(F)cccc2Cl)o1)NCc1ccccc1	-6.5	1.9	6.1	-9.1	3.8	-3.6	4.6	4.7	-3.6	-4.2
COc1ccc(N=C2SC(C(=O)O)CC(=O)N2C)cc1 (stereo not given)	0.8	0.9	0.7	9.7	-4.0	2.1	25.3*	3.9	-2.4	3.6
COC(=O)[C@]12C[C@H](CC(=O)NCc3cccc4ccccc34)C(=O)N(CCc3ccc(OC)c(OC)c3)C1=C[C@H](C(C)(C)C)O[C@@H]2C	6.1	-3.9	-7.1	8.0	7.1	3.5	-5.4	21.7*	7.2	11.6
COc1ccc(NC(=O)CSc2ccc3nnc(-c4ccccn4)n3n2)cc1OC	-3.8	3.4	4.8	-7.0	-4.9	1.4	2.0	6.8	-0.1	-4.2
CC(=O)c1cccc(NC(=O)c2cnn(-c3ccccc3)c2C)c1	-2.2	-5.7	6.5	1.1	-3.0	2.1	-3.7	5.7	8.4	2.2
Cc1ccc(Nc2nc3ccccc3c(=O)[nH]2)cc1C	-0.9	0.5	-1.6	-2.1	-1.9	0.1	3.4	0.2	-2.2	1.2
CC(=O)c1cccc(OCc2cc(C(=O)N(C)Cc3cnccn3)no2)c1	-6.1	-4.9	-3.4	13.1	1.5	-0.9	6.8	5.5	3.4	4.0
COCCN1C(=O)COc2ccccc2C1C(=O)NC1CCCCC1 (stereo not given)	0.9	7.8	-3.5	-3.1	-2.0	3.3	-3.7	-0.8	3.7	1.6
COc1cc(S(=O)(=O)NC(Cc2c[nH]c3ccccc23)C(=O)O)ccc1NC(C)=O (stereo not given)	-4.6	-0.7	3.9	-8.5	-0.7	-2.0	-6.2	5.6	3.3	13.7
COc1ccc(-c2nnn(CC(=O)N(CCCN3CCOCC3)C(C(=O)NC3CCCC3)c3ccc(C)o3)n2)cc1 (stereo not given)	4.1	-2.4	3.4	-4.0	-0.7	-0.8	-6.4	4.5	-1.0	16.5
CCc1c(-c2ccccc2)nc(N)c(C#N)c1-c1cccs1	-85.6	-3.8	-12.9	6.0	-1.8	-61.9	0.5	-6.9	3.5	-0.6
CCOC(=O)N1CCN(C(=O)c2ccc3nc(N4CCC(C)CC4)sc3c2)CC1	-3.4	0.5	3.6	0.6	-6.2	0.8	-2.8	-2.3	-12.0	2.5
S=c1[nH]nc(Cc2c[nH]c3ccccc23)o1	-100.1	0.3	-1.1	12.6	1.6	-2.2	1.5	6.0	1.0	1.7
CCCCn1c(=O)c(-[n+]2ccccc2)c([O-])c2ccccc21	-29.9	7.4	0.6	2.2	-0.6	-23.5	1.2	4.5	5.8	0.7
COC(=O)C[C@H]1CC[C@@H]2[C@H](COc3ccc(NC(=O)C(C)C)cc3C(=O)N2C)O1	3.9	-7.7	-2.0	nt	-4.1	7.8	-3.9	-7.1	-6.9	nt
O=C1CN(C(=O)c2ccc(Br)o2)C(c2ccccc2)c2cc(Cl)ccc2N1 (stereo not given)	0.9	7.5	-0.1	-8.6	1.6	-0.4	1.3	-0.7	5.3	11.0
CCCc1c(C(=O)NNc2cccc(Cl)c2)cnn1-c1ccccc1	-4.2	-4.2	5.1	-17.8	-0.1	-0.1	-0.7	3.5	10.2	-8.7
CN(Cc1nc(-c2ccncc2)no1)S(=O)(=O)c1ccc(Cl)cc1	0.8	-6.1	6.8	-9.2	-5.1	0.8	0.4	3.4	1.2	-2.9
Cc1ccsc1C(=O)NNC(=O)C1C2C=CC(C2)C1C(=O)O (stereo not given)	-1.8	-7.2	6.5	-10.9	-15.5	-5.5	2.1	-22.4	5.8	-0.1
(further entries)
SMILES	PLC-beta3 inh	TDP2 absorb	Tn7 DDE FP	ASAP1 inh	ADAM17 inh	PLC-gamma1 inh	SIAE primary	ADAM10 inh	Tn6 DDE FP	ARFGAP1 inhibitor
C=CCn1c(SCc2cccc(F)c2)nc2cc(C(=O)N3CCC(C(N)=O)CC3)ccc2c1=O	-1.2	3.6	6.0	-4.3	1.2	2.3	-0.1	0.8	-2.1	-0.9
COc1ccccc1CNS(=O)(=O)c1c(C(=O)N2CCCC2)c(C)n(C)c1C	-2.5	9.0	1.7	3.7	-1.3	-0.7	6.1	-2.8	-7.9	7.0
O=C(Nc1ccccc1Oc1ccccc1)C1=COCCO1	-8.2	14.9	-0.2	4.3	-6.4	-2.8	1.9	0.0	-4.2	4.2
CCOC(=O)c1cc(C#N)c(SCC(=O)c2cc(C#N)c(SC)nc2C)nc1C	-25.6	-4.8	-0.7	-1.0	-7.9	-19.9	-14.4	-1.8	-8.5	13.2
O=C(COc1ccc([N+](=O)[O-])cc1)Nc1ccc(S(=O)(=O)N2CCOCC2)cc1	-3.0	-16.7	-5.6	3.3	5.7	3.7	0.6	8.7	-1.8	14.3
Cc1cccc(CNC(=O)CC2C(=O)NCCN2C2CCCC2)c1 (stereo not given)	-8.0	3.3	6.5	-27.6	3.2	1.9	-1.7	-1.3	-0.7	9.0
O=C(NCc1ccccn1)c1ccc(Br)s1	-4.0	-4.7	1.2	2.7	-3.3	0.0	-3.3	3.7	2.0	4.9
O=[N+]([O-])c1ccccc1/C=C/CN1CCN(Cc2ccc3c(c2)OCO3)CC1	-8.1	6.3	-4.3	13.4	-1.8	3.2	-0.2	-1.3	0.8	6.6
CCOC(=O)CCNC(=O)N1CCCC(N(C)CCc2ccc(OC)c(OC)c2)C1 (stereo not given)	2.2	-0.2	-4.3	-2.9	-2.6	3.1	-0.3	-3.9	2.7	6.7
O=S(=O)(Cc1ccccc1)N1CCN(c2ccccc2)CC1	0.5	7.8	-4.3	3.5	0.3	1.6	1.5	0.9	-2.3	-7.7
CCCCn1cnc2c([nH]c3ccccc32)c1=O	0.0	-1.0	-3.6	0.9	-8.6	-0.2	-5.5	-25.5	2.1	7.8
Cc1cc(NC(=O)COC(=O)CNC(=O)c2cccs2)c([N+](=O)[O-])cc1C	-5.8	-3.7	-4.6	6.0	-0.8	-3.2	9.7	1.9	0.4	-4.9
COc1cccc(NC(=O)CN(C)C(=O)C(C)Sc2ccccc2)c1 (stereo not given)	-11.1	-3.4	-3.4	-5.8	0.3	0.2	4.5	-5.2	2.5	10.5
COc1ccc(Cl)cc1-c1cc(C(=O)Nc2ccc(Br)cc2)[nH]n1	1.7	0.2	-8.9	6.4	3.7	3.8	-58.2	4.3	8.0	28.0*
CN(C)C(CNC(=O)c1cc(S(=O)(=O)N2CCOCC2)ccc1Cl)c1cccs1 (stereo not given)	-13.0	3.8	-5.1	8.2	0.0	-1.4	11.0	-23.3	5.2	1.8
C[C@@H]1ON(C)[C@H]2C[C@H]3c4[nH]c5c(-c6ccccc6)cccc5c4CCN3C[C@@H]12	-147.9	-5.3	-8.7	4.8	-21.5	-133.7	4.4	-118.5	-0.1	9.9
CCC(CC)C(=O)Nc1nnc(CCc2ccccc2)s1	-2.6	-12.6	1.2	-1.0	2.5	2.4	-2.6	8.2	-6.4	-4.1
CCOC(=O)c1c(C)nc(-c2ccccc2)nc1NC(=O)CC	1.1	-4.8	-1.7	3.1	-3.9	-1.9	-0.8	0.3	6.0	9.2
CC(=O)Nc1ccc(NC(=O)Cn2ccc([N+](=O)[O-])n2)cc1	-7.2	13.0	1.2	-2.9	-1.4	0.7	-1.4	-1.5	6.9	13.1
O=C1c2ccc(Cl)cc2S(=O)(=O)c2cccc(C(=O)N3CCN(c4ccc(Cl)cn4)CC3)c21	-5.0	-13.2	-3.7	12.5	8.1	0.6	3.0	9.0	-2.8	-3.2
CS(=O)(=O)N1CCc2cc(C(=O)Nc3ccc(Br)cc3)ccc21	-2.9	-5.3	-1.4	-7.7	9.0*	9.4	2.2	1.7	-1.7	11.8
COc1ccc(OCC(=O)Nc2ccccc2C(=O)NC2CC2)cc1	-6.8	-6.1	6.9	-9.9	5.2	-1.4	-5.7	-12.8	-7.1	5.7
COc1ccc(NS(=O)(=O)c2cc(NC(=O)c3cccs3)ccc2N2CCOCC2)cc1	-0.2	-15.8	-4.1	-1.1	2.5	2.5	-13.8	13.6	-5.3	-2.7
Cc1cc(Cl)ccc1C(=O)C1CCCN(C(=O)/C=C/c2cnn(C)c2)C1 (stereo not given)	-11.2	2.9	7.9	-5.0	-3.0	-0.3	7.5	7.9	8.7	0.6
COc1ccc(OC)c(CC(=O)Nc2ccc3c(c2)CCC3)c1	-4.6	19.0	-1.0	-13.7	1.0	-2.6	7.1	2.8	4.3	-14.3
CCOC(=O)[C@]12CCCC=C1N(Cc1cccc3ccccc13)C(=O)[C@H](CC(=O)NCCCOC)C2	5.2	0.2	-0.1	9.5	0.2	0.6	-1.2	3.2	-1.3	-4.8

Marked active in ADAM17 inh (from the list above):
SMILES	PLC-beta3 inh	TDP2 absorb	Tn7 DDE FP	ASAP1 inh	ADAM17 inh	PLC-gamma1 inh	SIAE primary	ADAM10 inh	Tn6 DDE FP	ARFGAP1 inhibitor
CS(=O)(=O)N1CCc2cc(C(=O)Nc3ccc(Br)cc3)ccc21	-2.9	-5.3	-1.4	-7.7	9.0*	9.4	2.2	1.7	-1.7	11.8
